# Screening data (PubChem)
# SENP1 FRET inh: SENP1 (human) catalytic domain inhibition. recombinant SENP1 catalytic domain, CyPet-SUMO1-YPet FRET cleavage. inhibition, % at 10 µM. 360,000 tested, 0.21% active;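 active means inhibition at least 30% at 10 µM, raw YFP signal under a set limit, fluorescence ratio 0.5 to 1.5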;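 further: 0% = enzyme with DMSO and 100% = no enzyme wells; some results filed as inactive read as strong as hits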
#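 Material – human SENP1 catalytic domain · Input – SENP1 enzyme, 20 pM final · Compound dosing – single concentration of 10 µM compound, 0.5% DMSO final · Timing – enzyme reaction for 50 min at room temperature, dark · Measured by – FRET fluorescence in CFP and YFP emission channels · Control set – no-enzyme wells low, DMSO-plus-enzyme wells high control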
# Apaf1 inhib: inhibitors of human Apaf-1 apoptosome; inhibition, % at 20 µM; AID 489030; O14727; 330,000 tested, 0.71% active; reconstituted apoptosome caspase-3 activity, DEVD-Rh110 fluorescence; active means inhibition of at least 40% at 20 µM;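 further: plate controls were DMSO wells for no effect and DEVD-CHO caspase inhibitor wells for full effect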
#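 Material: reconstituted apoptosome with Apaf-1, cytochrome c, caspase-9, procaspase-3, dATP / Buffer or medium: pH 7.5 Hepes buffer with CHAPS, BSA, DTT / Also added: cytochrome c with DEVD-Rh110 / Schedule: compound with Apaf-1, dATP, procaspase-3 30 min, then 50 min reaction, room temperature / Technique: rhodamine 110 fluorescence at Ex 480/Em 540 nm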
# SENP7 inh: inhibitors of human SENP7 protease; inhibition, % at 5 µM; recombinant SENP7, Z-RLRGG-aminoluciferin luminescence, 40 min; 330,000 tested, 1.5% active; AID 434973;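 active means inhibition above about 50% at the single test dose, limit read from the data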;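 further: plate controls were DMSO with enzyme for no effect and no enzyme buffer wells for full effect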
# SENP6 inh: blocks the human protease SENP6 | Recombinant SENP6 catalytic domain, aminoluciferin luminescence | 330,000 tested, 1.8% active | inhibition, % at 10 µM | AID 2599;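 active means inhibition above about 50% at the single tested dose, limit read from the data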;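 further: plate controls were DMSO wells with enzyme for no effect and DMSO wells lacking enzyme for full effect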
# SENP8 block-1: blocks the human protease SENP8. inhibition, % at 10 µM. purified SENP8, Z-RLRGG-aminoluciferin cleavage, luminescence. Q96LD8. AID 2540. 330,000 tested, 1.2% active; in the data active means inhibition above about 50%
# Target sequence (Q96LD8 whole entry, looked up): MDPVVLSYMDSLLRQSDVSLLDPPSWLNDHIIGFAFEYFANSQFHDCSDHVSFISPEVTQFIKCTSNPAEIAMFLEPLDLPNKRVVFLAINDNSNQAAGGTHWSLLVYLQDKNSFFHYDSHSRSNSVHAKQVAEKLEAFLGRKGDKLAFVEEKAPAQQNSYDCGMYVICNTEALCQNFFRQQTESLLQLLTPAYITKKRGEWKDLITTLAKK
# PfGluPho inh: PfG6PD (Plasmodium falciparum) enzyme inhibition; AID 504690; PfGluPho enzyme, NADPH resazurin-diaphorase fluorescence; 350,000 tested, 0.78% active; inhibition, % at 20 µM;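 active means inhibition reaching at least a set limit at 20 µM in the primary screen, cut at about 59% in these data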;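 further: 0% = DMSO wells with substrate and 100% = DMSO wells lacking glucose-6-phosphate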
# NLRP3 yeast inh: blocks the NALP3 inflammasome reconstituted in yeast; AID 2825; 330,000 tested, 0.39% active; inhibition, % at 10 µM; Yeast reconstituted NLRP3/ASC/caspase-1, beta-gal luminescence, 24 h;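 active means inhibition of 50% or more; inactive means inhibition below 50%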;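 further: plate controls were induced DMSO wells for no effect and uninduced yeast grown without galactose for full effect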
# SENP8 block-2: SENP8 (human) protease inhibition | AID 602440 | Q96LD8 | 360,000 tested, 0.64% active | inhibition, % at 20 µM | recombinant SENP8, Nedd8 substrate fluorescence; in the data active means inhibition mostly above about 40%, no sharp cut-off; inactive means mostly below about 27%
# HKDC1 inh: inhibitors of human hexokinase HKDC1; AID 493160; recombinant HKDC1, G6PDH/diaphorase resazurin coupled fluorescence; 340,000 tested, 0.16% active; inhibition, % at 20 µM;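 active means inhibition above about 35% when tested at 20 µM, limit read from the data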;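 further: plate controls were DMSO wells with enzyme for no effect and DMSO wells lacking enzyme for full effect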
# Target sequence (Q2TB90 whole entry, looked up): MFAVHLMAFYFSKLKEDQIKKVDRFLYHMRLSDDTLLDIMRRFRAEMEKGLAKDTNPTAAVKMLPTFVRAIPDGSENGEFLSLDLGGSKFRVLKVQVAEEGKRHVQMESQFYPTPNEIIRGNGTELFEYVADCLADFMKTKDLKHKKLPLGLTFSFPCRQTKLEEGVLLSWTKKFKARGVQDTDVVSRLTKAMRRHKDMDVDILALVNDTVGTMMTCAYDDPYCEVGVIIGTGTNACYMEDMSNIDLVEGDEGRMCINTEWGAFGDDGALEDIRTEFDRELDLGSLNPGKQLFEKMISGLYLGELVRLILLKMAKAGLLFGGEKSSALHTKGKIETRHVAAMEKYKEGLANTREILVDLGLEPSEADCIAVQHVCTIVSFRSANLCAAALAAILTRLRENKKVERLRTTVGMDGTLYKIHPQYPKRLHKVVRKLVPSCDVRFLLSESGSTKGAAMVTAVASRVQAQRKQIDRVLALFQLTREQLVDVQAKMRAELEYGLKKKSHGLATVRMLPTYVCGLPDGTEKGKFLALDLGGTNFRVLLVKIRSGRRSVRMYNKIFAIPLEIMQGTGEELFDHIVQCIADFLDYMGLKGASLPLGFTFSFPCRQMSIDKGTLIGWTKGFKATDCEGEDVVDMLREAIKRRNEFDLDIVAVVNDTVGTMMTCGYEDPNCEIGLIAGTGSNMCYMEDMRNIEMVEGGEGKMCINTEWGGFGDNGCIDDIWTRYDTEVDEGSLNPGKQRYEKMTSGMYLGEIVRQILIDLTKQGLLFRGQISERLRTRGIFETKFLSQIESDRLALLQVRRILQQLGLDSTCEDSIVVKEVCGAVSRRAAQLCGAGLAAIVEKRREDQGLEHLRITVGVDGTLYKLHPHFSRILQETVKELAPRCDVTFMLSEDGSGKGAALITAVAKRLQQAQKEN
#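 test system = in-house recombinant HK5 (HKDC1) enzyme | amount = HKDC1 at 5 µg/mL | control set = DMSO-enzyme wells negative, buffer-substituted wells positive | compound = one dose of 20 µM, 1% DMSO | schedule = reaction time 90 min, room temperature, protected from light | technique = resorufin fluorescence at 613 nm | reagent = glucose with 1 mM ATP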
# The depositor's hits bear a star; / = not tested or not shown.
entry	SMILES	SENP1 FRET inh	Apaf1 inhib	SENP7 inh	SENP6 inh	SENP8 block-1	PfGluPho inh	NLRP3 yeast inh	SENP8 block-2	HKDC1 inh
1	COCCN=C1Sc2nc3cc(C)c(C)cc3cc2CN1Cc1cccs1	1	3	-3	-15	-11	6	15	-5	-1
2	CC(=O)c1ccccn1	1	-3	1	-14	-12	15	20	7	-7
3	CC(C)[C@H](NC(=O)N1CCn2c1nc1ccccc12)C(=O)NCc1ccc(F)cc1	0	14	7	-4	-7	-12	4	12	0
4	Cc1cc(NCCC(C)C)n2nc(C)c(-c3ccccc3)c2n1	0	15	1	-3	-2	16	-12	-276	18
5	CCOc1ccc(NC(=S)N(CCCN2CCCC2)Cc2cccn2Cc2ccc(Cl)cc2)cc1	2	20	1	-16	-7	3	21	6	-2
6	CCOc1ccccc1Nc1nnc(SCC(=O)Nc2cccc(S(=O)(=O)NC3=NCCCCC3)c2)s1	6	13	7	7	7	16	8	16	-2
7	O=C(/C(C=Nc1ccc(Br)cc1)=C(/O)c1ccco1)C(F)(F)F	-24	/	/	/	/	11	/	-393	-7
8	CCOc1ccc(C2/C(=C(\O)c3cccc(OC)c3)C(=O)C(=O)N2c2ccccn2)cc1OC (stereo unspecified)	7	-1	5	1	1	-22	1	16	-6
9	O=[N+]([O-])c1ccc(Cl)cc1Sc1cccc2cccnc12	2	6	-6	-22	0	40	12	42*	-1
10	COc1ccc(-c2cc(C(=O)Nc3cccc(Cl)c3)no2)cc1	0	-3	78*	15	18	5	12	8	-4
11	CN(CC(O)Cn1c2ccccc2c2ccccc21)S(C)(=O)=O (stereo unspecified)	1	7	-4	-30	-8	-7	3	-14	-8
12	COc1ccc(CCC(C)N2CCc3ccccc3C2)cc1 (stereo unspecified)	2	-1	-13	-16	-8	3	13	16	-6
13	CCOc1ccc(C(=O)NC2CCN(C(=O)Nc3ccc(F)cc3)CC2)cc1	0	2	3	17	6	1	10	5	-8
14	O=C(CNC(=O)c1ccc(Cl)cc1Cl)NCc1ccccn1	1	-17	3	6	4	-14	2	-2	-7
15	O=C(O)C1CC=C(Cl)CC1C(=O)NC1CCCCC1 (stereo unspecified)	1	2	0	-26	1	-18	15	0	1
16	Cc1cccc(NC(=O)c2ccc3c(Cl)c4c(nc3c2)CCCC4)n1	-6	15	87*	44	9	-16	-4	-3	6
17	COc1ccc(OC)c(N(C(=O)c2ccco2)C(C(=O)NC2CCCC2)c2ccc(N3CCOCC3)cc2)c1 (stereo unspecified)	1	0	5	-4	10	2	5	9	2
18	CC1COC(=O)C(NNc2ccc(Cl)c(Cl)c2)=N1 (stereo unspecified)	-1	0	-6	-14	-24	-5	38	27	-2
19	Cn1nc(C(C)(C)C)cc1C(=O)NNC(=O)c1ccccc1Cl	1	-16	-7	-19	-5	-2	14	20	-5
20	CC1(C)C2CCC1(C(=O)O)c1nc3ccccc3nc12 (stereo unspecified)	3	-3	0	10	-2	-9	16	8	-3
21	COc1ccc(-c2cc(C(=O)N3CCN(Cc4ccccc4)CC3)no2)cc1OC	1	-3	5	5	5	-1	21	2	-3
22	CCCCN(C(=S)SC)C1CCS(=O)(=O)C1 (stereo unspecified)	0	-1	2	-14	-6	0	4	24	-4
23	O=C(CCNS(=O)(=O)c1ccc(Br)cc1)NCCc1ccc(Cl)cc1	1	10	2	-17	9	3	14	14	-3
24	c1ccc(Cn2nnnc2C(c2cccs2)N2CCOCC2)cc1 (stereo unspecified)	1	-6	0	-23	-5	-11	21	5	-7
25	CCOC(=O)N/N=C\C=C\c1ccc2c(c1)OCO2	2	4	18	-9	-12	-3	4	-64	-2
26	O=C(NC1CCCC1)c1cccc2c1C(=O)c1ccc(Cl)cc1S2(=O)=O	-13	-3	12	-10	6	0	4	8	1
27	COc1ccc(OC)c(-n2nnnc2SCC(=O)Nc2ccccc2OC)c1	0	10	0	-4	-2	-3	-7	9	-2
28	O=C(Nc1ccc(Cl)cc1)C1CC(=O)n2c(nc3ccccc32)N1 (stereo unspecified)	2	1	3	-14	1	-5	4	10	-1
29	CCOC(=O)C1(C)/C(=N/Nc2ccccc2Cl)C(=O)C(=O)N1c1ccccc1 (stereo unspecified)	5	15	-2	-12	-2	11	20	24	8
30	CN(C)c1ccc(S(=O)(=O)N2CCC(Cc3ccccc3)CC2)cn1	0	16	0	-4	1	3	18	-30	2
31	Nc1nonc1C(=O)NCCNS(=O)(=O)c1ccc(Br)cc1	1	0	90*	-31	-4	-20	16	9	-9
32	CC(=O)Nc1ccc(S(=O)(=O)N(Cc2ccco2)Cc2cc3ccccc3[nH]c2=O)cc1	-4	12	2	-2	-1	-4	1	-49	2
33	Cn1c(=O)c2c(nc(NCC3CCCO3)n2C)n(C)c1=O (stereo unspecified)	2	-17	51*	7	-2	-3	-4	3	-1
34	CC(NC(=O)C1CCC(CNc2c(N3CCOCC3)c(=O)c2=O)CC1)c1ccccc1 (stereo unspecified)	2	6	1	-1	-2	7	16	9	-10
35	Cc1cccc(-n2c(C)cc(/C=N/O)c2C)c1	0	-5	-8	-7	-2	6	21	15	-6
36	c1cc(-c2cccs2)nc(-c2cccs2)c1	3	5	0	-6	3	-10	-37	13	-6
37	CN1CCN(S(=O)(=O)c2ccc(NC(=O)c3cccs3)cc2)CC1	0	8	3	-14	3	9	14	25	0
38	C/C(=N\NS(=O)(=O)c1ccc(C)cc1)c1ccc(C)o1	1	-14	-3	15	1	3	11	8	0
39	COc1ccc(/C=C2\CCc3c2nc2ccccc2c3C(=O)O)cc1OC	-31	-4	14	33	9	-4	-11	-166	5
40	Cc1cccc(NS(=O)(=O)c2ccc(C(=O)N3CC(C)OC(C)C3)cc2)c1C (stereo unspecified)	1	15	9	-6	-12	-2	7	1	-9
41	Cc1ccc(C(=O)c2ccccc2C(=O)Nc2ccccc2)cc1	1	1	-12	-13	6	8	14	-4	-5
42	Cn1cc(CNC(=O)C2c3ccccc3Oc3ccccc32)cn1	-6	-1	5	15	-3	-9	-7	10	-4
43	O=C(Nc1nc(-c2cc3ccccc3o2)cs1)c1ccc(S(=O)(=O)N2CCCC2)cc1	0	11	-8	-5	-7	-8	0	-85	-4
44	CCN(CC)CCNc1nc2ccccc2n1C	-1	7	8	-11	2	14	10	8	0
45	COc1ccc(N2CCN(C(=O)COC(=O)CCOc3ccccc3C)CC2)cc1	0	19	-9	-4	-18	5	17	12	-3
46	COc1ccc(CCNC(=O)C(C)n2nc(C)n3c(cc4occc43)c2=O)cc1OC (stereo unspecified)	0	-8	1	-4	-5	2	9	7	5
47	CCCCCn1c(CNC(C)=O)nc2ccccc21	-1	-4	0	-11	-6	-4	2	12	-16
48	COc1cccc(C(=O)CN2C3=NCCCN3c3ccccc32)c1	-2	1	9	-5	5	9	-3	19	-5
49	COc1ccccc1NC(=O)CN1CCN(c2ccccn2)CC1	2	13	10	-2	4	10	14	6	-5
50	Cc1ccc(-c2nn(-c3ccccc3)cc2CN(Cc2ccccc2)C(=O)CCC(=O)O)o1	2	12	-15	-16	-4	-10	6	-30	-11

# Two records picked at random from the list so far:
entry	SMILES	SENP1 FRET inh	Apaf1 inhib	SENP7 inh	SENP6 inh	SENP8 block-1	PfGluPho inh	NLRP3 yeast inh	SENP8 block-2	HKDC1 inh
38	C/C(=N\NS(=O)(=O)c1ccc(C)cc1)c1ccc(C)o1	1	-14	-3	15	1	3	11	8	0
34	CC(NC(=O)C1CCC(CNc2c(N3CCOCC3)c(=O)c2=O)CC1)c1ccccc1 (stereo unspecified)	2	6	1	-1	-2	7	16	9	-10

# The results go on.
entry	SMILES	SENP1 FRET inh	Apaf1 inhib	SENP7 inh	SENP6 inh	SENP8 block-1	PfGluPho inh	NLRP3 yeast inh	SENP8 block-2	HKDC1 inh
51	CCOC(=O)Cc1c(C)nc2c(C#N)c(C)nn2c1C	0	1	4	-6	-3	2	4	-307	-1
52	Cc1ccc(C(c2sc3ncnn3c2O)N2CCCCC2)cc1 (stereo unspecified)	0	7	-4	-8	3	-4	7	7	-3
53	CC(CN1CCNCC1)(NS(=O)(=O)c1ccccc1)c1ccccc1 (stereo unspecified)	-4	22	2	3	-1	-2	2	20	-5
54	COc1cccc(NC(=O)CN(C)CC(=O)NCc2ccc3c(c2)OCO3)c1	-1	-6	-2	-12	9	10	4	3	-5
55	O=S(=O)(c1ccc2c(c1)C(O)c1ccccc1CC2)C(F)(F)F (stereo unspecified)	0	5	0	-2	8	5	24	16	1
56	Cn1cc(C=C2C(=O)OC3(CCCCC3)OC2=O)c2ccccc21	-76	-8	-11	-6	-4	5	1	23	6
57	CC(Oc1ccccc1)C(=O)N1CCN(c2ncccn2)CC1 (stereo unspecified)	3	-2	10	-21	7	0	24	-30	-6
58	CN1C(=O)/C(=N\OC(=O)c2ccccc2Cl)c2ccccc21	2	2	4	-12	-14	24	11	15	16
59	Cc1nn2cc(-c3ccc(-c4ccccc4)cc3)nc2s1	3	-7	58*	-1	13	0	6	-118	2
60	CC(C)c1nnc(NC(=O)CCC(=O)Nc2ccc3cn[nH]c3c2)s1	-1	9	10	5	-6	3	9	4	5
61	COc1ccc(S(=O)(=O)N(C)c2ccccc2)c2cccnc12	2	7	1	-7	4	-18	15	7	-6
62	Cc1ccc(NC(=O)/C=C/c2cccc([N+](=O)[O-])c2)nc1	3	-10	-8	-15	-10	9	23	17	-5
63	COc1ccc(CNC(=S)NCc2ccc(OC(C)C)cc2)cc1	-2	5	6	4	6	6	16	7	-5
64	CCc1nc(SCc2ccccc2C)n[nH]1	1	-3	-12	-3	-12	18	5	13	-10
65	Cc1ccc(CSc2nc3ccccc3cc2C=O)cc1	-2	4	1	-3	-3	-5	13	22	4
66	CCCOC(=O)c1ccc(Oc2c(-c3ccc(OC)cc3O)n[nH]c2C)cc1	-1	12	3	-18	-11	-18	9	18	-6
67	COc1ccccc1CN(C)c1ccc(S(=O)(=O)N2CCN(C)CC2)cn1	1	-2	-14	-13	-7	-3	21	-23	-7
68	COc1ccc(NC(=O)c2cc(-c3ccco3)nc3ccccc23)cc1S(=O)(=O)N1CCOCC1	0	15	-8	-17	-5	35	0	-295	6
69	COc1cc(OC)c2c(c1C(CCN1CCOCC1)c1ccc(N(C)C)cc1)OC(=O)CC2c1ccc(N(C)C)cc1 (stereo unspecified)	0	22	-1	18	1	6	14	11	2
70	CCOC(=O)C1=C(C)NC(=S)NC1c1ccc(C)s1 (stereo unspecified)	-1	-12	-1	9	-2	15	8	11	-2
71	O=[N+]([O-])c1ccc(SCc2ccncc2)nc1	1	6	-1	-3	-4	3	7	20	-6

# For convenience, some entries already given:
entry	SMILES	SENP1 FRET inh	Apaf1 inhib	SENP7 inh	SENP6 inh	SENP8 block-1	PfGluPho inh	NLRP3 yeast inh	SENP8 block-2	HKDC1 inh
57	CC(Oc1ccccc1)C(=O)N1CCN(c2ncccn2)CC1 (stereo unspecified)	3	-2	10	-21	7	0	24	-30	-6
58	CN1C(=O)/C(=N\OC(=O)c2ccccc2Cl)c2ccccc21	2	2	4	-12	-14	24	11	15	16
59	Cc1nn2cc(-c3ccc(-c4ccccc4)cc3)nc2s1	3	-7	58*	-1	13	0	6	-118	2
60	CC(C)c1nnc(NC(=O)CCC(=O)Nc2ccc3cn[nH]c3c2)s1	-1	9	10	5	-6	3	9	4	5
